# From PubChem
# KCNK9 inh: human KCNK9 channel inhibition | HEK293 KCNK9, FluxOR thallium flux fluorescence; stronger effect = lower value | B-score at 10 µM | 310,000 tested, 1.2% active | AID 488922;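 active means ratio B-score over 3 SD below the library mean, with starting fluorescence within 5 SD of its mean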;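 further: negative B-score means less thallium flux so channel inhibition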
# PolyA inh: inhibitors of polyadenylation in S. cerevisiae. S. cerevisiae SKY197-pL101 polyadenylation reporter, beta-gal luminescence; efflux-impaired pdr1/pdr3 knockout yeast; score 100 = 6 SD above DMSO. calls only at 12 µM. 300,000 tested, 0.02% active. AID 1875;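 active means lowest replicate activity score at least 50, where 100 means six control SD above control mean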;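 further: yeast exposed to compound for 9 h at 30 °C; higher score means more reporter readthrough which indicates perturbed polyadenylation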
# KCNQ1 block: inhibitors of human KCNQ1 potassium channel | B-score at 10 µM | AID 2642 | P51787 | 310,000 tested, 1.3% active | CHO-K1 KCNQ1, FluxOR thallium flux fluorescence; stronger effect = higher value;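 active means compounds whose thallium flux B-score, printed positive for inhibition, exceeds three library SD while starting fluorescence stays within three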;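 further: channel opened by potassium depolarization with thallium stimulus after 20 min compound exposure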
# RGS4 inh: human RGS4 inhibition; HEK293 M3R/RGS4 inducible, Fluo-4 calcium flux; stronger effect = higher value; triggered by carbachol at its EC20; B-score at 10 µM; 310,000 tested, 0.45% active; P49798;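 active means B-score, a plate-corrected calcium signal, over three deviations above library mean, with baseline fluorescence within five deviations of library mean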;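 further: RGS4 expression induced by doxycycline in cells with stable M3 receptor; B-score is computed from the integrated fluorescence ratio over baseline after carbachol; higher B-score means a larger calcium signal and so more RGS4 inhibition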
# Target sequence (P49798 whole entry, looked up): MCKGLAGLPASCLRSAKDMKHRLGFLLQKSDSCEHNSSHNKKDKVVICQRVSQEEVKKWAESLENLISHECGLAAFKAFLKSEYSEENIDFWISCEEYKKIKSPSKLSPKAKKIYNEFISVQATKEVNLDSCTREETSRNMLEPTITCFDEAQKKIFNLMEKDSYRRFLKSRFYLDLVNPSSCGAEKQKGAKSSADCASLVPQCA
# GSK3beta inhib: inhibitors of human GSK3beta kinase. 300,000 tested, 0.038% active. P49841. GST-GSK3beta kinase, ADP-Glo luminescence, 60 min; stronger effect = lower value. activity score (negative = inhibition), % at 10 µM;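 active means more than half of replicate wells score below -50%, meaning over 50% inhibition versus plate controls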;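 further: 0% = median DMSO wells and -100% = median GW8510 positive control wells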
#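 Test system – GST-tagged human GSK3beta kinase, cell-free · Incubation – 60 min enzyme reaction, room temperature · Signal – ADP-Glo luminescence · Also added – peptide substrate and ATP at 25 µM · Controls – DMSO neutral wells and GW8510 at 20 µM as positive · Buffer or medium – Tris/MgCl2 kinase buffer · Measure – Luminescence-derived activity versus plate DMSO and GW8510 wells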
# RGS4 act: RGS4 potentiation or activation. HEK293 M3R/inducible RGS4, carbachol calcium flux Fluo4; stronger effect = lower value. B-score at 10 µM. 310,000 tested, 0.92% active;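 active means B-score of the integrated calcium signal more than 4 SD below the library mean, with starting fluorescence not abnormally high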;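 further: negative B-score means reduced calcium response which marks RGS4 activation or potentiation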
#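 test system = M3R-expressing HEK293 line, RGS4 induced by doxycycline | probe or stimulus = carbachol at ECmax as muscarinic agonist stimulus | timing = dye loading 30 min 37 °C, buffer rest 30 min RT | signal = calcium dye Fluo4 fluorescence | evaluation = B score from integrated fluorescence ratio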
# KCNQ1 act: potentiates or activates the human KCNQ1 potassium channel | 310,000 tested, 0.35% active | P51787 | CHO-K1 KCNQ1, thallium flux FluxOR fluorescence; stronger effect = higher value | AID 2648 | B-score at 10 µM;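 active means fluorescence ratio B-score, a plate-corrected score, at least three library SD, with initial intensity B-score within 5 SD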
#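 Assay system: CHO-K1 cells stably expressing KCNQ1; Medium: assay buffer with matched DMSO; Also added: K+/Tl+ depolarizing stimulus; Dosing: single dose; Timing: dye 90 min, compound 20 min, room temperature; Measured by: kinetic FluxOR thallium fluorescence, 10-s 1-Hz baseline, 110-s post-stimulus read; Read-out: peak-minus-minimum fluorescence over initial fluorescence, negative-control normalized, B-scored.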
# DYRK1A inh: inhibitors of rat Dyrk1A kinase; AID 504441; Q63470; ADP-Glo luminescence, NFATc1 peptide; 310,000 tested, 0.43% active; inhibition, % at 12.5 µM; in the data active means inhibition above about 50%;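 further: plate controls were vehicle with enzyme for no effect and no enzyme for full effect; many of its hits are not listed in these tables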
# hERG protect: hERG (human) protection from proarrhythmic block; CHO-hERG, FluxOR thallium flux, dofetilide IC70 present; activation (rescue from dofetilide block), less the hit threshold, % at 10 µM; 310,000 tested, 0.51% active; AID 1511;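 active means activation above the mean of controls blocked by dofetilide plus 5 SD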;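 further: thallium influx through hERG after potassium depolarization seen as dye fluorescence rise; in these data hits start at about 4.7%; inactives centre near -7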
# KCNK3 inh: human KCNK3 channel inhibition, primary screen; CHO-KCNK3 thallium flux, FluxOR fluorescence; stronger effect = lower value; B-score at 10 µM; 340,000 tested, 0.84% active;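 active means B-score under library mean minus 4 SD, starting fluorescence ratio at most library mean plus 5 SD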;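 further: more negative B-score means stronger inhibition of thallium flux through KCNK3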
# Target sequence (O14649 whole entry, looked up): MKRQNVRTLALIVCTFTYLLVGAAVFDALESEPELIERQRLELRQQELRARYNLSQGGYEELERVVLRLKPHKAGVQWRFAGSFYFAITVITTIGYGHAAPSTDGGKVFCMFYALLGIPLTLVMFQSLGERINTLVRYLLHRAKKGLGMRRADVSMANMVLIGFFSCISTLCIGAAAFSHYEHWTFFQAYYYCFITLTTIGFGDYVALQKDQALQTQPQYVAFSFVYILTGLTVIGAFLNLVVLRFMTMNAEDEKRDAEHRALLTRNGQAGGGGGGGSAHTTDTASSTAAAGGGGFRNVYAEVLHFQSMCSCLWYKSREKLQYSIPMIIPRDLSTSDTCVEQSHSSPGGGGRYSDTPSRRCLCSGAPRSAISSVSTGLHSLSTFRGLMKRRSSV
# GSK3A inh: blocks human GSK-3 alpha kinase | P49840 | ADP-Glo luminescence, 60 min | inhibition, % at 10 µM | 320,000 tested, 0.1% active | AID 2650;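 in the data active means inhibition above about 50%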;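 further: GST-tagged GSK-3 alpha with peptide substrate and 25 µM ATP; 0% = DMSO neutral wells and 100% = GW8510 positive control wells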
# Numbers without * were called inactive; i = inactive; . = no result given.
# Order of values – KCNK9 inh | PolyA inh | KCNQ1 block | RGS4 inh | GSK3beta inhib | RGS4 act | KCNQ1 act | DYRK1A inh | hERG protect | KCNK3 inh | GSK3A inh
1: Cc1ccc(CNC(=O)c2ccc3c(=O)c(O)c(-c4ccc(C)cc4)[nH]c3c2)cc1
    i | i | i | i | 2 | i | i | 6 | -6 | i | -2
2: CCCN(CCC)C(=O)c1ccc2nc(-c3ccc(OC)c(OC)c3)c(-c3ccc(OC)c(OC)c3)nc2c1
    i | i | i | i | 1 | i | i | 0 | -6 | i | -3
3: Cc1cc(-c2nnc3n2N=C(c2ccc(-c4ccccc4)cc2)CS3)n[nH]1
    i | i | i | i | -2 | i | i | -7 | -4 | i | -4
4: O=C(COC(=O)C1CCC1)NCc1ccccc1
    i | i | i | i | 3 | i | i | 1 | -6 | i | -1
5: CCOc1ccc(/C=N/NC(=O)C2(O)c3ccccc3-c3ccccc32)cc1
    i | i | i | i | 1 | i | i | -7 | -16 | i | -1
6: O=C(OCC(=O)N1CCCCC1)c1cc(NS(=O)(=O)c2ccc(Cl)c([N+](=O)[O-])c2)ccc1O
    i | i | i | i | 0 | i | i | -5 | -7 | i | -3
7: CCN1CCN(CCCOc2ccc(Cl)cc2Br)CC1
    i | i | i | i | -3 | i | i | -1 | -6 | i | -7
8: CC(C)c1nnc(NC(=O)C2c3ccccc3Oc3ccccc32)s1
    i | i | i | i | -4 | i | i | 8 | -5 | i | -2
9: COC(=O)c1c(CSc2cccc(C)c2)noc1C(=O)NCc1ccco1
    i | i | i | i | 2 | i | i | -5 | -15 | i | -4
10: Cc1ccc(C(=O)O/N=C(\N)c2cccc([N+](=O)[O-])c2)cc1
    i | i | i | i | -9 | i | i | -1 | -7 | i | .
11: CCCCN(C)CC(O)Cn1cc(/C=C/C(=O)c2cccs2)c2ccccc21 (configuration not stated)
    i | i | 8* | i | 1 | i | i | 15 | -32 | i | 2
12: O=C1c2ccccc2C(=O)C1c1ccccc1
    i | i | i | i | 1 | i | i | 4 | -5 | i | .
13: Cc1ccc(C)c(N(C(=O)c2snc(C(N)=O)c2N)C(C(=O)NCC2CCCO2)c2ccc(C)o2)c1 (configuration not stated)
    i | i | i | i | -3 | i | i | -4 | -7 | i | -1
14: Brc1cccc(-c2nnc3sc(CNC4CCCC4)cn23)c1
    i | i | i | i | 7 | i | i | 21 | -7 | i | -2
15: CC(C)COc1ccc(C(=O)N(Cc2ccco2)C2CCS(=O)(=O)C2)cc1 (configuration not stated)
    i | i | i | i | -9 | i | i | 2 | -6 | i | -3
16: COc1cccc(/C=C2\SC(=O)N(CCC(=O)N3CCC(C(=O)O)CC3)C2=O)c1
    i | i | i | i | -1 | i | i | 4 | -12 | i | -3
17: CCOC(=O)c1c(C2COc3ccccc3O2)csc1NC(=O)c1ccco1 (configuration not stated)
    i | i | i | i | -5 | i | i | -7 | -12 | i | -3
18: CCOc1ccc(-n2cc(-c3ccccc3)c3c(SC(C)C(=O)OC)ncnc32)cc1 (configuration not stated)
    i | i | i | i | -3 | i | i | -5 | -12 | i | -3
19: Cc1ccc(C)c(C(=O)Nc2ccncc2)c1
    i | i | i | i | 1 | i | i | 12 | -1 | i | 1
20: COc1ccc(CCNS(=O)(=O)c2cccc3cccnc23)cc1OC
    i | i | i | i | -1 | i | i | 2 | -14 | i | -1
21: O=C(CCS(=O)(=O)Cc1ccccc1)N1CCN(c2ccccc2)CC1
    i | i | i | i | 3 | i | i | 12 | 0 | i | -2
22: CC(Sc1ccsc1[N+](=O)[O-])C(=O)N1CCN(c2ccccn2)CC1 (configuration not stated)
    i | i | i | i | 0 | i | i | -3 | -8 | i | 2
23: O=C(CSc1nnc(-c2ccncc2)n1Cc1ccco1)Nc1nc(-c2ccccc2)cs1
    i | i | i | i | 1 | i | i | -4 | -5 | i | 0
24: O=C(CSc1nnnn1-c1ccccc1)N1CCCc2ccccc21
    i | i | i | i | 1 | i | i | 5 | -5 | i | -7
25: CCCCc1nnc(NC(=O)CSCc2cc(=O)n3cc(C)sc3n2)s1
    i | i | i | i | 2 | i | i | 0 | -10 | i | -2
26: COC(=O)Nc1ccc(S(=O)(=O)N2c3ccccc3CCC2C)cc1 (configuration not stated)
    i | i | i | i | -1 | i | i | -4 | 1 | i | 0
27: O=C(Nc1ccc(Cl)cc1)C1CC(=O)n2c(nc3ccccc32)N1 (configuration not stated)
    i | i | i | i | 1 | i | i | -1 | -18 | i | 0
28: COc1ccc(C2=NN(S(=O)(=O)c3ccccc3)C(c3ccccc3)C2)cc1 (configuration not stated)
    i | i | i | i | 4 | i | i | 0 | -9 | i | -3
29: COc1ccc(C(CCNCc2ccc(OC(C)C)cc2)C(C)C)cc1 (configuration not stated)
    i | i | i | i | -8 | i | i | . | -25 | i | 2
30: COc1ccc(/C(C)=N/NC(=O)c2ccc3nc[nH]c3c2)cc1
    i | i | i | i | 0 | i | i | 2 | -5 | i | .

[31] O=C(CCNc1n[nH]c(=O)[nH]c1=O)N/N=C/c1ccc(C(F)(F)F)cc1
[32] COC(=O)Cn1c(=O)c(=O)n(CC(=O)OC)c2ccccc21
[33] Cc1cccc(-c2nc3cc(NC(=O)C4CCCO4)ccc3o2)c1 (configuration not stated)
[34] Cc1ccc(N(CC(=O)NCc2ccc(F)cc2)C(=O)c2ccco2)cc1C
[35] O=S(=O)(c1ccc(Cl)nc1)N1CCc2ccccc21
[36] O=C(Nc1ccccc1N1CCCC1)C1CCN(S(=O)(=O)c2ccc(F)cc2)CC1
[37] COc1cc(NC(=O)CCc2c(C)nn(-c3ccc(N4CCOCC4)nn3)c2C)cc(OC)c1OC
[38] Cn1nc(C(=O)Nc2ccc(S(=O)(=O)N3CCCC3)cc2)ccc1=O
entry no.	31	32	33	34	35	36	37	38
KCNK9 inh	i	i	i	i	i	i	i	i
PolyA inh	i	i	i	i	i	i	i	i
KCNQ1 block	i	i	i	i	i	i	i	i
RGS4 inh	i	i	i	i	i	i	i	i
GSK3beta inhib	-2	-6	-3	3	0	-1	5	0
RGS4 act	i	i	i	i	i	i	i	i
KCNQ1 act	i	i	i	i	i	i	i	i
DYRK1A inh	-3	-2	1	-3	-16	.	-4	5
hERG protect	-1	3	0	-4	-6	-14	-9	-2
KCNK3 inh	i	i	i	i	i	i	i	i
GSK3A inh	-1	-2	0	-3	0	1	1	-4

[39] Cc1cc(C(=O)COC(=O)c2ccc(Br)o2)c(C)n1Cc1ccco1
[40] Cc1ccc(CNc2ccc3c(c2)OCO3)c(C)c1
[41] COC(=O)c1ccc(COc2cc([N+](=O)[O-])cc3cccnc23)cc1
[42] COc1ccccc1C1=NOC(COC(=O)c2ccc(Br)cc2)C1 (configuration not stated)
[43] CCCC[C@@H]1CNC(=O)C(=O)N1CCc1cccc2ccccc12
[44] O=C(Nc1ccccc1)N(CCN1CCOCC1)Cc1ccccc1F
[45] CCS(=O)(=O)N1CCCC(C(=O)NCC2CCCO2)C1 (configuration not stated)
[46] CCCn1nnnc1NCc1ccc(OC)cc1OC
[47] CC(C)CC(=O)NCCCCc1ccccc1
[48] O=C(c1ccccc1S(=O)(=O)NCC(O)COc1ccc([N+](=O)[O-])cc1)N1CCCCC1 (configuration not stated)
entry no.	39	40	41	42	43	44	45	46	47	48
KCNK9 inh	i	i	i	i	i	i	i	i	i	i
PolyA inh	i	i	i	i	i	i	i	i	i	i
KCNQ1 block	i	i	i	i	i	i	i	i	i	i
RGS4 inh	i	i	i	i	i	i	i	i	i	i
GSK3beta inhib	-1	-4	-1	-2	1	-1	0	0	-5	0
RGS4 act	i	i	i	i	i	i	i	i	i	i
KCNQ1 act	i	i	i	i	i	i	i	i	i	i
DYRK1A inh	.	.	.	-2	.	0	-3	5	0	3
hERG protect	-8	-7	-12	-6	-4	-6	-3	-2	-6	-10
KCNK3 inh	.	.	.	i	.	i	i	i	i	i
GSK3A inh	8	-3	2	-1	-2	0	-3	0	0	.

# Only part of the results is shown, so the mix of outcomes need not match the whole.
